Source: PubChem BioAssay
MPTP inh – mitochondrial permeability transition pore inhibitors, primary screen, biochemical, isolated mouse mitochondria, absorbance | Ca2+ swelling absorbance, 30 min | inhibition, % at 10 µM | 1.4% of 360,000 active | AID 602449, 2012;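 active = inhibition of 50% or more, scaled per plate between neutral and stimulator controls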;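 note: 0% = DMSO wells given calcium and 100% = 1 mM EGTA wells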
hIAP block – human IAP inhibitors, primary screen, biochemical, luminescence, uHTS. purified IAP, CDP-Star luminescence, 30 min. inhibition, % at 10 µM. 0.12% of 330,000 active. AID 2544, 2010;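 active = inhibition reaching a set limit with compound at 10 µM in the primary screen, cut at about 35% in these data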;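 note: plate controls were DMSO wells with enzyme for no effect and no-enzyme buffer wells for full effect; values of inactives mirror those of a sister screen read the other way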
mIAP block – inhibitors of mouse IAP, primary screen, biochemical, luminescence, uHTS. intestinal alkaline phosphatase [Mus musculus]. purified mouse IAP, CDP-Star luminescence, 30 min. inhibition, % at 10 µM. 0.2% of 330,000 active. AID 2806, 2010;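 active = inhibition of at least 40% at 10 µM in the primary screen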;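 note: plate controls were DMSO with enzyme for no effect and no enzyme wells for full effect; values of inactives mirror those of a sister screen read the other way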
APOBEC3G inh – APOBEC3G DNA deaminase inhibitors, primary screen, biochemical, fluorescence, single-stranded DNA substrate, uHTS. recombinant A3G, ssDNA deamination FAM/TAMRA fluorescence. 0.28% of 330,000 active. inhibition, % at 20 µM. DNA dC->dU-editing enzyme APOBEC-3G (Homo sapiens), Q9HC16. AID 493012, 2011;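 active = inhibition of at least 40% at 20 µM, with no more than 30% in the related APOBEC3A deaminase screen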;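 note: plate controls were DMSO wells with A3G for no effect and wells lacking A3G enzyme for full effect; some compounds called inactive have numbers as strong as hits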
Target sequence (Q9HC16 whole entry, looked up): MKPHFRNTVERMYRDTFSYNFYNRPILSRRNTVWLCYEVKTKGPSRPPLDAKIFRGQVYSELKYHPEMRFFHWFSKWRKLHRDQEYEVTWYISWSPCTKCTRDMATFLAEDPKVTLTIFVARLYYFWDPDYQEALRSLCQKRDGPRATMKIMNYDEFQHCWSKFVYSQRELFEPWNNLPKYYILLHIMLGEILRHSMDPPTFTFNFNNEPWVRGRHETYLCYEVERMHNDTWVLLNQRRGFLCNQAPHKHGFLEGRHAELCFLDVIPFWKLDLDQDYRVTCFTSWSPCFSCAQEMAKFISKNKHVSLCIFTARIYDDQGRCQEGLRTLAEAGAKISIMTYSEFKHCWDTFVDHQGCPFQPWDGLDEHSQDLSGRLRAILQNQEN
beta cell repl – inducers of MIN6 beta-cell proliferation, primary screen, ATP luminescence, uHTS; MIN6 cells proliferation, ATPlite luminescence, 48 h; cells starved in 0.2% serum; 100% = growth in 10% serum; proliferation, % at 10 µM; 0.29% of 330,000 active; AID 2380, 2010;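 active = compounds whose signal lies at least 3.5 SD above the mean of all wells on their plate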;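 note: 0% = DMSO-treated cells in low-serum medium and 100% = 10% serum control; some compounds called inactive have numbers as strong as hits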
mIAP activ – activators of mouse IAP, primary screen, biochemical, luminescence, uHTS | intestinal alkaline phosphatase [Mus musculus] | muIAP, CDP-Star luminescence, 30 min; stronger effect = higher value; 1 = vehicle-only enzyme signal, 0 = enzyme-free wells | activation factor at 10 µM | 0.24% of 330,000 active | AID 2805, 2010;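 active = activation factor of at least 2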; note: the source names both 10 and 20 µM as test concentration; values of inactives mirror those of a sister screen read the other way
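Assay system: mouse IAP enzyme; reagent: chemiluminescent substrate CDP-Star; dosing: test compounds delivered from DMSO solution; schedule: 30 min at room temperature; measured by: luminescence from enzymatic CDP-Star hydrolysis; controls: DMSO-only wells and no-enzyme negative control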
A3A deaminase – APOBEC3A ssDNA deaminase inhibitors, primary screen, selectivity assay for APOBEC3G inhibitor project, biochemical, FAM/TAMRA oligo cleavage fluorescence; inhibition, % at 20 µM; recombinant A3A, FAM/TAMRA ssDNA deamination fluorescence; AID 493011, 2011; 0.41% of 330,000 active; DNA dC->dU-editing enzyme APOBEC-3A (Homo sapiens), P31941;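 active = at least 40% inhibition at 20 µM here, with at most 30% in a related deaminase screen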;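 note: plate controls were A3A with DMSO for no effect and wells lacking A3A enzyme for full effect; some results filed as inactive read as strong as hits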
Target sequence (P31941 whole entry, looked up): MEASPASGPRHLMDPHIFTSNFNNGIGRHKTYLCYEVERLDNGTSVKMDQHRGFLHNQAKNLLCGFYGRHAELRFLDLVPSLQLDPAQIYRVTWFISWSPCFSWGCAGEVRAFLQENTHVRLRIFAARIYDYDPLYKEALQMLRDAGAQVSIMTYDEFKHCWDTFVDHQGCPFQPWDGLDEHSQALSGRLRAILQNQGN
hIAP activ – human IAP activators, primary screen, biochemical, luminescence, uHTS; Intestinal-type alkaline phosphatase (Homo sapiens), P09923; purified human IAP, CDP-Star luminescence, 30 min; stronger effect = higher value; 1 = vehicle-only enzyme, 0 = enzyme-free background; activation factor at 10 µM; 0.16% of 330,000 active; AID 2524, 2010;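 active = activation factor of the enzyme at least 2-fold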; note: the source names both 10 and 20 µM as test concentration; values of inactives mirror those of a sister screen read the other way
ATG4B inhibitor – ATG4B protease inhibitors, primary screen, biochemical, fluorescence, uHTS | inhibition, % at 8.33 µM | AID 504462, 2011 | 0.51% of 340,000 active | Cysteine protease ATG4B (Homo sapiens), Q9Y4P1 | ATG4B cleavage of LC3-PLA2, NBD-HPC fluorescence, 1 h; in the data active = inhibition above about 40%
Target sequence (Q9Y4P1 whole entry, looked up): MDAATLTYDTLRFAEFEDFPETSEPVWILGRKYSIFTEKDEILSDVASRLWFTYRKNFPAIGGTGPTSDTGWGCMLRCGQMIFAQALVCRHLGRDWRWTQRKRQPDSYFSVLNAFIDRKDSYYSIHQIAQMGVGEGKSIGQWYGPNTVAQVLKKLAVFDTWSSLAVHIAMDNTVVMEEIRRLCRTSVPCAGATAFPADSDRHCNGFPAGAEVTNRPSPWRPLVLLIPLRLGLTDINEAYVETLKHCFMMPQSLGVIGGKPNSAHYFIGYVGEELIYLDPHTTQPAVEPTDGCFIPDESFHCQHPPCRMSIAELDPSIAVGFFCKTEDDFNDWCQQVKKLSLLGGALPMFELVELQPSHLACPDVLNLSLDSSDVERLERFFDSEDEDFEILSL
* = called active by the depositor; nt = no result given. Random draw from the library. Share with any hit: about 3.3%.

SMILES	MPTP inh	hIAP block	mIAP block	APOBEC3G inh	beta cell repl	mIAP activ	A3A deaminase	hIAP activ	ATG4B inhibitor
CCC1(c2ccc(F)cc2)NC(=O)N(CC(=O)N2c3ccccc3NC(=O)CC2C)C1=O (stereo not drawn)	-0.4	-5	-4	-4	-3	1	5	1	-7
O=C(COC(=O)c1ccccc1O)Nc1ccc(N2CCOCC2)cc1	-0.1	-6	4	-3	2	0.96	-2	1.1	1
O=S(=O)(c1ccc(F)c(Cl)c1)N1CCCC1	-1.3	-19	-9	-4	1	1.1	-3	1.2	15
Cn1nnnc1SCC(=O)Nc1ccccn1	-1.4	-20	-16	-1	-2	1.2	-6	1.2	12
Cc1cc2oc(=O)cc(-c3ccccc3)c2c(C)c1-c1ccc(N(C)C)cc1	-2.0	nt	4	1	nt	0.96	0	nt	-6
Cc1ccc2nsnc2c1NC(=O)c1ccc2c(c1)OCCO2	0.2	12	3	0	0	0.97	-3	0.88	-1
Cc1cc(C)c(NC(=O)CSc2nnc(CNC(=O)c3ccccc3F)o2)c(C)c1	-1.0	-2	0	-6	0	1	-5	1	-5
O=C(O)C1CC=CCC1C(=O)Nc1cccc([N+](=O)[O-])c1 (stereo not drawn)	-1.6	3	-5	-11	-1	1	-3	0.97	-3
C(=N\N1CCN(c2ccccn2)CC1)/c1cccc2ccccc12	5.8	0	-1	-8	-1	1	-5	1	-2
Cc1cc(C)nc(Nc2nc3ccccc3o2)n1	2.2	-10	-12	-7	0	1.1	-4	1.1	-2
CC(=O)Nc1ccc(NC(=O)c2cc(-c3ccc(C)c(C)c3O)n[nH]2)cc1	0.7	-78	-3	3	-4	1	-3	1.8	3
Cc1ccc(S(=O)(=O)CCC(=O)OCC(=O)NCC(=O)Nc2c(C)cc(C)cc2C)cc1	0.3	6	8	-3	3	0.92	6	0.94	-7
COc1ccc([C@H]2CC(=O)C=C(c3ccc(OC(F)(F)F)cc3)C2)cc1OC	3.1	-1	11	-6	-4	0.89	-2	1	-6
CCCCC(=O)N/N=C(\C)c1cccc(NC(=O)C2CC2)c1	-0.6	4	12	1	2	0.88	2	0.96	-5
COc1cccc(/C=N/Nc2nc(C)cc(=O)[nH]2)c1OC	0.1	-7	5	-2	-4	0.95	0	1.1	2
COc1ccc(C2C(=O)N(C3CCCCC3)CC(=O)N2C2CCCC2)cc1 (stereo not drawn)	-0.9	-16	1	-7	-2	0.99	-3	1.2	11
Cc1ccc2c(c1)N(CC(=O)NCCC1=CCCCC1)C(=O)c1cccnc1O2	-1.0	10	-1	-4	-1	1	-4	0.9	-3
COc1ccc(C(=O)NCCSc2ccccc2)cc1	-0.4	-5	-4	-11	0	1	-6	1.1	-5
Cc1ccc(NC(=O)CCc2nc3ccccc3s2)c(O)c1	-2.7	2	6	-7	-1	0.94	2	0.98	-6
O=C(c1n[nH]c(=O)c2ccccc12)N1CCN(C2c3ccccc3-c3ccccc32)CC1	1.2	23	-9	4	-1	1.1	3	0.77	-32
O=C(/C=C/c1ccccc1Cl)c1ccc[nH]1	0.2	15	8	-10	0	0.92	0	0.85	-8
CCc1cccc(CC)c1NC(=S)NCc1ccc2[nH]c(C)cc2c1	2.9	0	-6	-5	-7	1.1	-2	1	4
COc1ccc(C2=NS(=O)(=O)N(C)C(C(=O)Nc3ccc(OC)c(OC)c3)=C2)cc1	1.4	9	9	-2	1	0.91	-4	0.91	-25
O=C(OCC(=O)N1CCN(C(=O)c2ccco2)CC1)c1cn(-c2ccccc2)nc1-c1ccccc1	-17	9	8	-6	-2	0.92	0	0.91	5
CN(C)C(CNc1ccc([N+](=O)[O-])cc1C#N)c1ccccc1 (stereo not drawn)	-0.8	12	6	-1	3	0.94	3	0.88	3
N=c1c(C(=O)NCc2ccc3c(c2)OCO3)cc2c(=O)n3ccccc3nc2n1Cc1cccnc1	2.4	-11	4	-1	-2	0.96	-2	1.1	0
CC1=CC=CC2=NC(=O)CC(C)(C(=O)O)N12 (stereo not drawn)	-2.6	-11	-3	-8	-2	1	7	1.1	-2
CCCn1cnc2c(oc3ccccc32)c1=O	-1.0	-14	2	-6	-2	0.98	-4	1.1	-5
CCOc1ccc2nc(NC(=O)c3ccoc3C)sc2c1	-0.5	4	1	-5	-4	0.99	0	0.96	6
Cc1ccc(CNCC(=O)Nc2ccc(N3CCOCC3)cc2)cc1	1.1	6	-3	-7	-2	1	-9	0.94	-5

Part of the list above, as labelled records.
canonical_smiles: COc1ccc([C@H]2CC(=O)C=C(c3ccc(OC(F)(F)F)cc3)C2)cc1OC
  MPTP inh: 3.1
  hIAP block: -1
  mIAP block: 11
  APOBEC3G inh: -6
  beta cell repl: -4
  mIAP activ: 0.89
  A3A deaminase: -2
  hIAP activ: 1
  ATG4B inhibitor: -6
canonical_smiles: COc1ccc(C2=NS(=O)(=O)N(C)C(C(=O)Nc3ccc(OC)c(OC)c3)=C2)cc1
  MPTP inh: 1.4
  hIAP block: 9
  mIAP block: 9
  APOBEC3G inh: -2
  beta cell repl: 1
  mIAP activ: 0.91
  A3A deaminase: -4
  hIAP activ: 0.91
  ATG4B inhibitor: -25
canonical_smiles: Cc1ccc(CNCC(=O)Nc2ccc(N3CCOCC3)cc2)cc1
  MPTP inh: 1.1
  hIAP block: 6
  mIAP block: -3
  APOBEC3G inh: -7
  beta cell repl: -2
  mIAP activ: 1
  A3A deaminase: -9
  hIAP activ: 0.94
  ATG4B inhibitor: -5

Next results.
Below each SMILES: MPTP inh, hIAP block, mIAP block, APOBEC3G inh, beta cell repl, mIAP activ, A3A deaminase, hIAP activ, ATG4B inhibitor
O=C(CSCc1nc2ccccc2[nH]1)Nc1ccc2ccccc2c1
    0.8, 11, -4, -3, -3, 1, 1, 0.89, -13
O=C(Nc1ncn[nH]1)c1ccc(Cl)cc1Cl
    -2.0, -53, 12, -1, -3, 0.88, 3, 1.5, 4
CCOC(=O)C1CCN(S(=O)(=O)c2ccc(OC)c(OC)c2)CC1
    0.8, 0, -5, -9, 3, 1, -9, 1, 6
N#CCSc1nc2[nH]ncc2c(=O)n1-c1ccccc1Br
    0.0, -5, 2, 4, 3, 0.98, 2, 1.1, 2
O=C(C(=O)N1CCN(c2ccc(F)cc2)CC1)c1cn(CC(=O)N2CCOCC2)c2ccccc12
    -2.0, 6, 4, -9, -1, 0.96, -5, 0.94, -7
CC(C)(C)c1ccc(S(=O)(=O)/N=C2\C=C(NS(=O)(=O)c3ccccc3)C(=O)c3ccccc32)cc1
    99*, 7, 8, -1, -4, 0.92, -1, 0.93, 15
Cn1c(CN2CCOCC2)nnc1SCc1ccccc1
    0.4, 4, 4, -7, -2, 0.96, -4, 0.96, -11
CC(C)OCCCNC(=O)NC(=O)c1ccc(Cl)cc1
    0.8, 6, -6, -8, -3, 1.1, -1, 0.94, -8
CCN(CC(=O)Nc1ccccc1C(F)(F)F)C(=O)C1CSC2(C)CCC(=O)N12 (stereo not drawn)
    2.5, 6, 4, -8, -1, 0.96, -1, 0.94, -6
Cc1ccc(CCNC(=O)C23CN(Cc4ccccc4)CC2C(c2cccc([N+](=O)[O-])c2)=NO3)cc1 (stereo not drawn)
    1.2, 8, 6, -12, -6, 0.94, 0, 0.92, -5

Ordered by value in hIAP block (high to low): 3 of the compounds above
molecule	MPTP inh	hIAP block	mIAP block	APOBEC3G inh	mIAP activ	A3A deaminase	hIAP activ	ATG4B inhibitor
Cc1ccc2c(c1)N(CC(=O)NCCC1=CCCCC1)C(=O)c1cccnc1O2	-1.0	10	-1	-4	1	-4	0.9	-3
O=C(O)C1CC=CCC1C(=O)Nc1cccc([N+](=O)[O-])c1 (stereo not drawn)	-1.6	3	-5	-11	1	-3	0.97	-3
CCCn1cnc2c(oc3ccccc32)c1=O	-1.0	-14	2	-6	0.98	-4	1.1	-5

(further entries)
Below each SMILES: MPTP inh, hIAP block, mIAP block, APOBEC3G inh, beta cell repl, mIAP activ, A3A deaminase, hIAP activ, ATG4B inhibitor
COc1ccc(C2/C(=C(/O)c3ccc4c(c3)CC(C)O4)C(=O)C(=O)N2Cc2ccncc2)cc1 (stereo not drawn)
    -1.0, 11, -6, -6, -2, 1.1, -8, 0.89, -6
CCN(C(=O)CSc1nnnn1-c1ccc(OC)cc1)C1CCS(=O)(=O)C1 (stereo not drawn)
    -0.3, 6, -3, -2, 1, 1, 2, 0.94, -6
COc1ccccc1N1CCN(C(=O)/C=C/c2ccccc2)CC1
    -2.0, -2, -5, -1, -2, 1, 1, 1, -12
CCN(CC)c1nc2n(c(=O)n1)CCN2CC
    0.3, 15, 7, -2, 1, 0.93, -1, 0.85, -3
Cc1ccc(C(=O)Nc2ccc(S(=O)(=O)N3CCc4ccccc4C3)cc2)o1
    0.3, 20, -1, -1, -2, 1, 3, 0.81, 21
COc1ccc(NC(=O)CNC(=O)Cc2cccc3ccccc23)c(OC)c1
    -2.0, -2, 6, -7, 0, 0.94, -1, 1, -5
CCOC(=O)Cn1nc(C)n(-c2ccc(Br)cc2)c1=O
    0.0, -10, -2, -2, -6, 1, 0, 1.1, -7
Cc1cccc(NNC(=O)C2CCC2)c1
    0.1, -4, -5, 1, -2, 1, 1, 1, 0

MPTP inh: hit marks shown above.
| SMILES | MPTP inh | hIAP block | mIAP block | APOBEC3G inh | mIAP activ | A3A deaminase | hIAP activ | ATG4B inhibitor |
| --- | --- | --- | --- | --- | --- | --- | --- | --- |
| CC(C)(C)c1ccc(S(=O)(=O)/N=C2\C=C(NS(=O)(=O)c3ccccc3)C(=O)c3ccccc32)cc1 | 99* | 7 | 8 | -1 | 0.92 | -1 | 0.93 | 15 |
